# Bioassay records: PubChem BioAssay, National Center for Advancing Translational Sciences (NCATS)
# GCN5L2 inh – blocks human GCN5L2 histone acetyltransferase | GCN5L2 HAT assay, ThioGlo1 CoA-SH fluorescence | Q92830 | 0.21% of 390,000 active | Potency, µM (top dose mostly 58.9 µM), without a hit: at the top dose activity change, negative = inhibition, most hits filed as inhibitors
#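 GCN5L2 (20 nM) in 50mM HEPES pH 7.5, 0.1mM EDTA, 0.01% Tween-20 preincubated 15 min with compounds at room temperature. Reaction started with H3(1-25) 75uM, acetyl-CoA 70uM, ThioGlo1 50uM; CoA-thiol fluorescence (Ex340/Em540) read at 0 and 20 min.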
# FEN1 inhibitor – human FEN1 inhibition. P39748. Recombinant FEN1 flap cleavage, fluorescence, 15 min. Potency, µM (series often up to 114 µM), without a hit: at the top dose activity change, negative = inhibition, hits mostly inhibitors. 0.35% of 390,000 active; also: nearly all actives have a fitted effect of over 65% in size
# Target sequence (P39748 whole entry, looked up): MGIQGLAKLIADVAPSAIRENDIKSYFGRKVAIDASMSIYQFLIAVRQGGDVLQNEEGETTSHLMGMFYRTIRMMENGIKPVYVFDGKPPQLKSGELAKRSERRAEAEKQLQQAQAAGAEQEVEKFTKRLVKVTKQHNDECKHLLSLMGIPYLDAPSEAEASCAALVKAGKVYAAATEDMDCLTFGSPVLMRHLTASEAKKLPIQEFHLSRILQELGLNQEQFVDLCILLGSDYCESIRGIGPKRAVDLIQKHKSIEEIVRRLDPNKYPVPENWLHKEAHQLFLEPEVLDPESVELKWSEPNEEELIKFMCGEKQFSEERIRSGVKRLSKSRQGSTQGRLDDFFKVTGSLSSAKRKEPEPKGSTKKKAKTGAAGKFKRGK
#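 Reaction started by adding substrate (50 nM final) to 10 nM enzyme after 15 min room-temperature compound preincubation. Reads at 0 and 15 min, with data normalized and fitted to a four-parameter Hill equation.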
# DT40 TDP1 CPT – DT40-hTDP1 cell growth loss with CPT; chicken DT40 Tdp1-/-;hTDP1 cells + 20 nM CPT, ATP luminescence, 48 h; Potency, µM (top dose mostly 46.2 µM), without a hit: at the highest dose activity change, negative = growth inhibition, usual class: inhibitors; 12% of 420,000 active; AID 686979; also: nearly all actives have a fitted effect of over 55% in size
#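 Chicken DT40 Tdp1-/- cells complemented with human TDP1, 400 cells/well, exposed to compounds plus 20 nM camptothecin for at least 48 h at 37 C; viability read as ATP content by CellTiter-Glo luminescence.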
# The depositor's hits bear a star; ? = inconclusive; · = no result given; & = joins results of further samples; [ ] = another dose, or the depositor's remark. Calls follow the shape of the dose curve; as a rule, active = well fitted curve in the direction sought with a large enough effect; inconclusive = small, poorly fitted or top-dose-only effect, or another doubt; inactive = no such curve, though single readings can be large; an effect the other way counts as inactive or inconclusive. % is scaled to controls: 0 for no effect and ±100 for the full control effect; potency is read from the fitted curve at half-maximal effect. The list is partial; count on the stated rates, not on these rows.
SMILES,GCN5L2 inh,FEN1 inhibitor,DT40 TDP1 CPT
CN(C)c1ccc(N=Nc2ccc(S(=O)(=O)O)cc2)c2ccccc12,-21.0%,-26.6%,-7.2%
CCC(=O)Nc1ccc2nc(SCC(=O)N3CCc4ccccc43)sc2c1,-20.0%,-1.4%,16.4µM*
O=C(CSc1nnc(-c2ccccc2F)o1)NC1CC1,-2.3%,18.9%,3.4%
COCc1nc2ccccc2n1CCCOc1ccccc1,-15.0%,-2.7%,23.1µM*
O=C(Nc1ccc(F)cc1F)c1ccccc1NC(=O)C1CC=CCC1C(=O)O (stereo not given),-2.9%,4.8%,?
C=CCC(C#Cc1ccc(C)cc1)N(CC)CC (stereo not given),0.1%,-3.8%,-26.5%
CCCn1nnnc1COc1ccc(C(N)=O)cc1,-4.1%,-2.3%,-0.3%
Cc1ccc(S(=O)(=O)N2CCCCC2)cc1NC(=O)Cn1cnc2c1c(=O)n(C)c(=O)n2C,-25.7%,0.2%,11.5%
CCn1cc2nc(SCc3ccc(C)cc3)n(CCc3ccccc3)c(=O)c2n1,-3.4%,-17.0%,?
CCN(CC)CCCn1c(=S)[nH]c2cc(OC)c(OC)cc2c1=O,-6.8%,4.7%,-13.3%
O=C(COC(=O)COc1ccccc1Cl)Nc1ccccc1OC(F)F,-3.8%,2.7%,-10.2%
Cc1ccc(C)c(C(=O)CSc2nc(-c3ccccc3)nc3c2CCCC3)c1,-6.1%,10.8%,?
Cc1ccc(C)c2c1cc(C)c1nnc(SCc3ccccn3)n12,-1.1%,-12.3%,1.8%
Cc1nn2c(=O)cc(COC(=O)c3ccc(S(=O)(=O)N4CCCCC4)cc3)nc2s1,-10.0%[0.501 µM],-6.9%,3.2%
O=C(O)c1ccccc1NCc1ccsc1,1.7%,-2.3%,-15.7%
CCOC(=O)CC1=CC(C)(CC(=O)OCC)C(C#N)(C#N)C(N)=C1C#N (stereo not given),-27.6%,-0.8%,-19.1%
O=C(Nc1ccc(NC(=O)C2CCCCC2)nc1)c1ccco1,17.1%,7.4%,-21.2%
CCCCn1c(N)c(N(CC(C)C)C(=O)C2CC(=O)N(c3ccc(CC)cc3)C2)c(=O)[nH]c1=O (stereo not given),2.6%,1.1%,-0.5%
COc1ccc(S(=O)(=O)N2CCCC(C(=O)NC3CC3)C2)cc1OC (stereo not given),3.2%,5.4%,-8.2%
O=C(OCc1cc2ccccc2[nH]c1=O)c1ccco1,-5.2%,-3.0%,-20.1%

# 16 entries from above, with two lines to a compound.
# The line under a structure holds: GCN5L2 inh | FEN1 inhibitor | DT40 TDP1 CPT
- O=C(Nc1ccc(F)cc1F)c1ccccc1NC(=O)C1CC=CCC1C(=O)O (stereo not given)
→ -2.9% | 4.8% | ?
- C=CCC(C#Cc1ccc(C)cc1)N(CC)CC (stereo not given)
→ 0.1% | -3.8% | -26.5%
- CCCn1nnnc1COc1ccc(C(N)=O)cc1
→ -4.1% | -2.3% | -0.3%
- Cc1ccc(S(=O)(=O)N2CCCCC2)cc1NC(=O)Cn1cnc2c1c(=O)n(C)c(=O)n2C
→ -25.7% | 0.2% | 11.5%
- CCn1cc2nc(SCc3ccc(C)cc3)n(CCc3ccccc3)c(=O)c2n1
→ -3.4% | -17.0% | ?
- CCN(CC)CCCn1c(=S)[nH]c2cc(OC)c(OC)cc2c1=O
→ -6.8% | 4.7% | -13.3%
- O=C(COC(=O)COc1ccccc1Cl)Nc1ccccc1OC(F)F
→ -3.8% | 2.7% | -10.2%
- Cc1ccc(C)c(C(=O)CSc2nc(-c3ccccc3)nc3c2CCCC3)c1
→ -6.1% | 10.8% | ?
- Cc1ccc(C)c2c1cc(C)c1nnc(SCc3ccccn3)n12
→ -1.1% | -12.3% | 1.8%
- Cc1nn2c(=O)cc(COC(=O)c3ccc(S(=O)(=O)N4CCCCC4)cc3)nc2s1
→ -10.0%[0.501 µM] | -6.9% | 3.2%
- O=C(O)c1ccccc1NCc1ccsc1
→ 1.7% | -2.3% | -15.7%
- CCOC(=O)CC1=CC(C)(CC(=O)OCC)C(C#N)(C#N)C(N)=C1C#N (stereo not given)
→ -27.6% | -0.8% | -19.1%
- O=C(Nc1ccc(NC(=O)C2CCCCC2)nc1)c1ccco1
→ 17.1% | 7.4% | -21.2%
- CCCCn1c(N)c(N(CC(C)C)C(=O)C2CC(=O)N(c3ccc(CC)cc3)C2)c(=O)[nH]c1=O (stereo not given)
→ 2.6% | 1.1% | -0.5%
- COc1ccc(S(=O)(=O)N2CCCC(C(=O)NC3CC3)C2)cc1OC (stereo not given)
→ 3.2% | 5.4% | -8.2%
- O=C(OCc1cc2ccccc2[nH]c1=O)c1ccco1
→ -5.2% | -3.0% | -20.1%

# The results go on.
SMILES,GCN5L2 inh,FEN1 inhibitor,DT40 TDP1 CPT
CSc1nc2nccc(-c3ccc(Cl)cc3)n2n1,·,4.0%,-6.4%
COc1ccccc1NC(=O)Cc1nnc(SCC(=O)c2ccccc2)n1C,0.9%,1.2%,2.1%
COc1cccc(C(c2c(C)[nH]n(-c3ccccc3)c2=O)c2c(C)[nH]n(-c3ccccc3)c2=O)c1OC,0.4%,-23.7%,-3.6%
Cc1ccc(/C=C(\NC(=O)c2ccccc2)C(=O)NCCN2CCOCC2)o1,-26.4%,3.0%,3.6%
Cc1cc(C)n(-c2nc(-c3cccc(Cl)c3)cs2)n1,-5.7%,2.8%,7.2%
O=C(O)COCC(=O)Nc1ccc2c(c1)ncn2CCc1ccccc1,-1.2%,2.4%,3.5%
O=C(O)C1CC=CCC1C(=O)N1CC=C(c2ccccc2)CC1 (stereo not given),2.2%,1.3%,-4.8%
CCOC(=O)CN1C2=NCCN2c2ccccc21,0.5%,-1.0%,4.7%
O=C(CCc1nc(CN2CCN(S(=O)(=O)c3ccc(Cl)cc3)CC2)no1)N1CCCCC1,-19.6%,16.4%,?
COC(=O)CSc1ncnc2scc(-c3ccccc3)c12,-5.4%,1.9%,-28.8%
O=C(Cn1nc(-c2ccccc2)nc(Cc2ccccc2)c1=O)Nc1ccccc1,-14.4%,-3.2%,-8.0%
O=C(CC(O)c1ccccc1)Nc1ccccn1 (stereo not given),·,1.3%,-8.6%
COc1ccc(/C=C2/SC(=S)N(CCCC(=O)N3CCN(C)CC3)C2=O)cc1,-3.7%,10.8%,?
Cc1ccc(OCc2ccc(C(=O)Nc3nccs3)o2)cc1,-1.6%,-9.9%,-1.0%
Cc1ccc(C)c(COC(=O)c2cc([N+](=O)[O-])ccc2N2CCOCC2)c1,-3.2%,-17.4%,?
NC(=O)c1cccnc1Oc1ccc(Cl)cc1,-1.8%,-3.8%,7.8%
COCCNC(=O)CN(C(=O)CCC(=O)Nc1cc(C)on1)c1cccc(C)c1C,-4.3%,-0.9%,-2.2%
CCOCCCNC(=O)C1CCCN(c2ncnc3onc(C)c23)C1 (stereo not given),-13.4%,20.6%,16.4µM*
COc1ccc(CCN2C(=O)N(c3cccc(OC)c3)C(=O)C2CC(=O)Nc2ccccc2)cc1 (stereo not given),-5.5%,0.3%,18.4µM*
O=C(O)COc1ccc(-c2nnn(Cc3ccccc3F)n2)cc1,-13.8%,6.6%,3.2%
CCc1c(Cl)nc(N)nc1Nc1ccccc1Cl,·,26.3%,-12.7%
O=C(CCS(=O)(=O)c1ccccc1)Nc1nc2c(s1)COc1ccccc1-2,-1.3%,-5.3%,4.11µM*
O=C(CCNC(=O)c1ccc(Br)cc1)Nc1ccc(S(=O)(=O)N2CCCCC2)cc1,-3.2%,9.7%,-5.5%
Cc1nc(N2CCN(S(=O)(=O)c3cccc4nonc34)CC2)c2c3c(sc2n1)CCCC3,-6.9%,-1.4%,?
O=C(CN1CCN(S(=O)(=O)c2ccccc2)CC1)NC1CC1,-10.4%,0.3%,17.5%
O=C(c1cccc(Cl)c1Cl)N(Cc1ccco1)Cc1cccs1,·,?,?
O=C1C(=O)N(c2ccc(O)cc2)C(c2ccccc2[N+](=O)[O-])/C1=C(\O)c1ccccc1 (stereo not given),-7.3%,3.7%,-1.4%
CCN(CC(=O)Nc1c(F)cccc1F)C(=O)C1CCN(C(=O)Nc2ccccc2)CC1,3.0%,3.6%,1.5%
O=C(O)CCC/C=C\C[C@@H]1CO[C@H](C(F)(F)F)O[C@@H]1c1ccccc1O,-12.1%[0.501 µM],·,-2.1%
COc1cccc(CNC(=O)CC2C(=O)NCCN2Cc2ccoc2)c1OC (stereo not given),-13.6%,15.1%,-1.2%
CCN(CC(=O)NCc1ccc(Cl)cc1)C(=O)COc1ccc(C)cc1C,-65.5%,36.9%[activator],?
COC(=O)C1=C(C(=O)OC)C2C(C)=CC(C)=CN2C(C(=O)OC)=C1C(=O)OC (stereo not given),-4.5%,-3.6%,-11.5%
O=C(COc1ccccc1Cl)N1CCNC1=O,-25.9%,2.2%,-22.5%
COC(=O)/C=C1\S/C(=N/N=C/c2ccc(Cl)cc2)NC1=O,-14.6%,-4.1%,0.6%
CCc1ccc(C(=O)CSc2nc(N)cc(=O)[nH]2)cc1,-4.9%,15.4%,?
Cc1ccc(/C=C(\NC(=O)c2ccc(C)cc2)C(=O)NCCCn2ccnc2)cc1,-0.2%,9.8%,-2.1%
CC1CCN(C(=O)c2ccc(N3C(=O)c4ccccc4C3=O)cc2)CC1,-3.5%,8.5%,1.9%
O=C(CCC(=O)N1CCN(c2ccc(O)cc2)CC1)c1cccs1,-11.1%,10.5%,?
CCCNC(=O)N1CCC(n2nccc2NC(=O)CCOc2ccccc2)CC1,1.2%,1.3%,-9.4%
CCC/C(C)=C/c1ccc(CC)cn1,-12.6%,12.9%,0.9%

# Continued (two carried over from the part before).
SMILES,GCN5L2 inh,FEN1 inhibitor,DT40 TDP1 CPT
CCCNC(=O)N1CCC(n2nccc2NC(=O)CCOc2ccccc2)CC1,1.2%,1.3%,-9.4%
CCC/C(C)=C/c1ccc(CC)cn1,-12.6%,12.9%,0.9%
COc1ccc(CCNC(=O)Nc2ccc([N+](=O)[O-])cc2)cc1OC,14.3%,-18.0%,?
COc1ccc(S(=O)(=O)NCC(c2ccco2)N2CCc3ccccc3C2)cc1 (stereo not given),-10.2%,3.3%,?
CCN1CCN(CCCNC(=O)Cn2c(-c3cccs3)cc3cc(F)ccc32)CC1,1.4%,4.4%,?
CC1SC(=NC(=O)C(C)N2C(=O)c3ccccc3C2=O)NC1=O (stereo not given),4.2%,17.0%,-8.3%
CC1(C)CC(NC(=O)c2ccccc2NS(=O)(=O)c2ccc(Br)cc2)CC(C)(C)N1,·,-10.8%,-24.8%
COc1ccc(C2c3c(ncn(CCCN4CCOCC4)c3=N)Oc3ccc4ccccc4c32)cc1OC (stereo not given),-2.9%,?,23.1µM*
C=CC[C@H](CC(=O)NCCO)C(=O)NCCOC(=O)[C@@H](CC=C)Cc1ccc(F)cc1,0.3%,0.4%,-2.8%
Cn1ccnc1SCC(=O)N1CCN(S(=O)(=O)c2ccccc2)CC1,-3.2%,31.6%,?
Cc1ccc(S(=O)(=O)c2nnn3c2nc(NC(C)c2ccccc2)c2sccc23)cc1 (stereo not given),-2.1%,2.9%,?
c1ccc(Nc2nc(-c3ccccc3)nc3ccccc23)cc1,-21.5%,3.8%,-15.9%
COC(=O)c1c(N2C(=O)Nc3ccccc3N2O)sc(C)c1C,-7.5%,-7.6%,4.0%
CN(C(=O)CSc1ncnc2sccc12)C1CCS(=O)(=O)C1 (stereo not given),0.9%,-2.1%,1.6%
Cc1ccc(S(=O)(=O)c2nc(-c3ccco3)oc2SC(C)C)cc1,-16.7%&-13.7%,-24.3%&-0.3%,?
Cc1cccc(C)c1OCC(=O)Nc1ccc2c(c1)OCCO2,0.5%,5.5%,18.4µM*
O=[N+]([O-])c1ccccc1S(=O)(=O)N1CCN(c2ccccc2)CC1,-4.4%,-5.5%,-4.9%
Cc1csc(NC(=O)c2cccnc2Cl)n1,·,0.8%,4.4%
Cc1nc(-c2ccc(S(=O)(=O)Nc3ccc(Br)cc3Cl)s2)cs1,-11.7%,9.2%,-4.4%
O=C(NCCCn1ccnc1)c1cc(S(=O)(=O)N2CCOCC2)c(Cl)cc1Cl,-1.8%,-1.3%,-5.4%
Cc1cc(C)c([N+](=O)[O-])cc1-c1ccc(/C=N/c2c(-c3ccco3)nc3ccccn23)o1,-23.4%,?,14.6µM*
COCCCN1C(=O)CS/C1=N\S(=O)(=O)c1ccccc1,-0.1%,17.6%,-2.6%
